aSyn yeast inh: qHTS of alpha-syn Inhibitors. Yeast expressing alpha-synuclein, growth rescue, BacTiter-Glo, 24 h. Potency, µM (series often up to 46.1 µM), inactives show at the highest dose growth rescue (activation), actives largely listed as activators. 0.14% of 370,000 active; also: potency is read from the fitted curve at half-maximal effect; % of control where 0% means no effect; nearly all actives have a fitted effect of over 65% in size
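Galactose-induced alpha-syn yeast (OD600=0.02, raffinose-pregrown) + pinned cpd, 24 hr, 30 deg C; growth by BacTiter-Glo luminescence. Growth restoration scores as activation.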
EPAC2 agonist: qHTS for Agonist of cAMP-regulated guanine nucleotide exchange factor 4 (EPAC2): primary screen | EPAC2 activation, biochemical qHTS; response scale: 100% = 6.5 mM cAMP response | Potency, µM (titrated, usually from 154 µM), for the others: at the highest dose activation, hits mostly activators | 0.079% of 360,000 active | Rap guanine nucleotide exchange factor 4 (Homo sapiens), Q8WZA2; also: potency is read from the fitted curve at half-maximal effect; nearly all actives have a fitted effect of over 50% in size
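Nucleotide exchange monitored as fluorescence drop when BODIPY-GDP leaves Rap1B. Reaction: 100 nM EPAC2, 250 nM RAP1B-BODIPY-GDP, 50 uM GDP, room temperature, kinetic read over 30 min. Activity expressed relative to 6.5 mM cAMP.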
EPAC2 antag: qHTS for Antagonist of cAMP-regulated guanine nucleotide exchange factor 2 (EPAC2): primary screen; EPAC2 GEF exchange of Rap1B-BODIPY-GDP, fluorescence; Rap guanine nucleotide exchange factor 4 (Homo sapiens), Q8WZA2; Potency, µM (titrated, usually from 114 µM), for the others: at the highest dose activity, negative = inhibition, hits mostly inhibitors; 0.18% of 360,000 active; also: potency is read from the fitted curve at half-maximal effect; % is scaled to controls: 0 for no effect and ±100 for the full control effect; nearly all actives have a fitted effect of over 45% in size; many of its hits are not listed in these tables
DRD3 antagonist: qHTS of D3 Dopamine Receptor Antagonist: qHTS | max response, negative = inhibition, % | D(3) dopamine receptor (Homo sapiens), P35462 | 2.5% of 360,000 active | D3R cells, DiscoveRx beta-arrestin luminescence, antagonist mode; hits give low values; in the data active = max response below about -50%; inconclusive = no clear call, values can overlap the other calls; also: % is scaled to controls: 0 for no effect and ±100 for the full control effect; mostly tested at two doses, the higher about 12 µM
Target sequence (P35462 whole entry, looked up): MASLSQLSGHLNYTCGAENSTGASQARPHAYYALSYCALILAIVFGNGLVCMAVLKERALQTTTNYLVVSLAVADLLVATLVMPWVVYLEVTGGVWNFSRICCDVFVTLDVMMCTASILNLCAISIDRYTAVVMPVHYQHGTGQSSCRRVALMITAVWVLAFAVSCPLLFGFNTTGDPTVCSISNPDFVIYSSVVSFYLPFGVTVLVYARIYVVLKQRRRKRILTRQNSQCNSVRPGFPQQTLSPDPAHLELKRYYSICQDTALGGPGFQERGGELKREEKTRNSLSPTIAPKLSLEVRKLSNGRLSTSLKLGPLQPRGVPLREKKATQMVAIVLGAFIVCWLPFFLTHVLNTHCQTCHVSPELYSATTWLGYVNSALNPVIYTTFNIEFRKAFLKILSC
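Cells expressing the human receptor were seeded at 1500 cells/well, incubated overnight at 37 degrees C in 5% CO2, then exposed to library compounds with dopamine controls for 90 minutes at 37 degrees C before luminescent detection.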
TDP43 rescue: qHTS of TDP-43 Inhibitors; 1.8% of 410,000 active; AID 652104, 2013; TDP-43 expressing yeast growth rescue, BacTiter-Glo, 24 h; Potency, µM (doses to about 46.1 µM), for the others: at the highest dose growth rescue (activation), actives largely listed as activators; also: potency is read from the fitted curve at half-maximal effect; % of control where 0% means no effect; nearly all actives have a fitted effect of over 50% in size
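Luminescence from BacTiter-Glo reports growth of TDP-43-expressing yeast after 24 hr at 30 deg C with compound. Cells were raffinose-pregrown to mid-log, then seeded in galactose medium at OD600=0.02.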
Abeta yeast res: qHTS for compounds that reverse cellular toxicity of Amyloid beta (A-beta) peptide in yeast: Primary Screen; yeast expressing A-beta42, growth rescue, OD600, 48 h; response scale: 0% DMSO, 100% iron-clioquinol control; Potency, µM (series often up to 46.1 µM), without a hit: top-dose growth rescue, actives largely listed as activators; 0.063% of 410,000 active; AID 1347071, 2019; also: potency is read from the fitted curve at half-maximal effect; nearly all actives have a fitted effect of over 55% in size
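Yeast growth medium received pinned compounds, then yeast cells expressing toxic A-beta were added; plates incubated at 30 C for 48 hr. Growth read as absorbance at 600 nm, normalized to DMSO and equimolar FeCl3 plus clioquinol controls.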
FUS suppressor: qHTS for Suppressors of FUS Proteinopathy: Primary screen using FUS-linked yeast assay; S. cerevisiae FUS-expressing, growth rescue, OD600, 24 h; Potency, µM (titrated, usually from 76.6 µM), for the others: at the highest dose growth rescue (activation), usual class: activators; 0.24% of 390,000 active; AID 1347120, 2019;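 also: potency is read from the fitted curve at half-maximal effect; plate controls were DMSO vehicle for no effect and reference control for full effect; nearly all actives have a fitted effect of over 55% in size; some results filed as inactive show a strong effect at the top dose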
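Quantitative HTS measuring growth restoration of FUS-toxic yeast. Galactose-induced cells (OD 0.005) were exposed 24hr at 30C to compounds at several concentrations, then absorbance at 600 nm was recorded.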
DRD3 agonist: qHTS of D3 Dopamine Receptor Agonist: qHTS; D(3) dopamine receptor (Homo sapiens), P35462; D3R DiscoveRx beta-arrestin cells, luminescence, 90 min; max activation, %; 0.58% of 410,000 active; in the data active = max activation above about 30%; also: 0% is about no effect; mostly tested at two doses, the higher about 12 µM
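Agonist mode: compounds and dopamine controls were applied to plated cells for 90 min at 37 degrees C after an overnight attachment at 1500 cells/well. Luminescent read-out followed 30 - 60 minutes at room temperature with DiscoveRx detection reagent.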
* marks the source's active call; other numbers are inactive results; ? = inconclusive; nt = not tested or not shown; & = joins results of further samples; [ ] = dose if it differs, or a comment. Unless noted, calls follow the shape of the dose curve; as a rule, active = well fitted curve in the direction sought with a large enough effect; inconclusive = small, poorly fitted or top-dose-only effect, or another doubt; inactive = no such curve, though single readings can be large; an effect the other way counts as inactive or inconclusive. A portion of the library; count on the stated rates, not on these rows.

no.	SMILES	aSyn yeast inh	EPAC2 agonist	EPAC2 antag	DRD3 antagonist
1	CC(=O)c1c(C)oc2ccc(NS(=O)(=O)c3ccc(C(C)C)cc3)cc12	nt	nt	nt	nt
2	CC(C)CNC(=S)NC1CCCC1	1%	3%	5%	0
3	COCCn1c(=S)[nH]c2ncccc2c1=O	1%	8%	5%	18
4	O=C(/C=C/c1ccc(Cl)cc1)NCCSc1ccccc1	-1%	-7%	0%	-6
5	COCCNC(=O)CCc1nnc(C2(c3ccc(Cl)cc3)CCC2)o1	0%	11%	6%	25
6	CCN1C(=O)C(O)(CC(=O)C(C)(C)C)c2cc(Br)ccc21 (stereo not given)	5%	1%	14%	?
7	Cc1ccc(-c2cc3ncc(C(=O)c4cc([N+](=O)[O-])ccc4O)cn3n2)cc1	nt	nt	nt	nt
8	CC(OC(=O)C1CCCO1)C(=O)NC1CCCC1 (stereo not given)	-13%	0%	7%	5

no.	TDP43 rescue	Abeta yeast res	FUS suppressor	DRD3 agonist
1	0%	-4%	9%	4
2	10%	19%	-4%	0
3	0%	17%	-9%	1
4	0%	14%	nt	-4
5	12%	-4%	-24%	1
6	18%	6%	nt	1
7	?	-26%	7%	-16
8	-9%	-2%	11%	7

The list continues:
no.	SMILES	aSyn yeast inh	EPAC2 agonist	EPAC2 antag	DRD3 antagonist
9	Cc1onc(-c2ccccc2)c1C(=O)N(Cc1ccccc1)C(C)C	17%	-2%	-6%	0
10	O=C(NCc1ccco1)/C(=C/c1ccc(F)cc1)NC(=O)c1ccccc1	2%	6%	7%	4
11	CC1(Cc2cc(Cl)ccc2C(F)(F)F)C(=O)Nc2cc(-c3ccccc3Cl)ccc21 (stereo not given)	6%	14%	12%	-22
12	Cc1cccc(N2CCN(C(=O)C(Cc3ccccc3)n3cccc3)CC2)c1C (stereo not given)	2%	12%	-3%	?
13	CNc1ccccc1C(=O)OCC(=O)N(CCOC)c1c(N)n(CC(C)C)c(=O)[nH]c1=O	17%	-1%	7%	9
14	C(=N\C(/N=C/c1ccco1)c1ccco1)/c1ccco1	0%	6%	-2%	-8
15	O=C(NC1CCCCCC1)c1cccnc1Sc1ccc(Cl)cc1	10%	1%	-5%	-2
16	Cc1ccc(C(=O)NC2CCCCCC2)o1	1%	2%	12%	9

no.	TDP43 rescue	Abeta yeast res	FUS suppressor	DRD3 agonist
9	29%	5%	-16%	-8
10	4%	4%	31%	4
11	3%	12%	-6%	-6
12	16%	-6%	28%	-10
13	14%	-4%	8%	0
14	11%	1%	6%	1
15	1%	6%	-15%	-6
16	19%	22%	-3%	-4

Continuation.
no.	SMILES	aSyn yeast inh	EPAC2 agonist	EPAC2 antag	DRD3 antagonist
17	CCN(c1cccc(C)c1)S(=O)(=O)c1c(C)nc2sc(C)cn2c1=O	nt	nt	nt	nt
18	CCc1cccc(C)c1NS(=O)(=O)c1c(C)nc2sccn2c1=O	-1%	16%	-13%	-24
19	O=C(Nc1cccc(Cl)c1Cl)c1cc2nc(-c3ccc4c(c3)OCO4)cc(C(F)(F)F)n2n1	nt	nt	nt	nt
20	CN(C)c1ccc(C(=S)N2CCCC2)cc1Br	-4%	6%	5%	?
21	CC(C)CC(=O)N/C(N)=N/c1nc2ccccc2o1	-1%	-2%	5%	0
22	COc1ccccc1NC(=O)C1=C(C)Nc2nc(SCc3ccc(Cl)cc3)nn2C1c1ccccc1Cl (stereo not given)	nt	nt	nt	nt
23	COC(=O)[C@]12CCCCC=C1N(Cc1ccc(Cl)cc1Cl)C(=O)[C@H](CC(=O)N1CCOCC1)C2	29%	18%	-10%	-16
24	Cn1c(CN2CCOCC2)nc2cc(NC(=O)c3ccccc3[N+](=O)[O-])ccc21	nt	nt	nt	nt

no.	TDP43 rescue	Abeta yeast res	FUS suppressor	DRD3 agonist
17	-3%	5%	-7%	-4
18	18%&29%	22%&16%	-19%&-7%	-3&4
19	0%	2%	-4%	3
20	?	11%	16%	-12
21	-17%[1.82 µM]	?	13%	-9
22	24%	25%	12%	2
23	18µM*	-3%	?	-1
24	3%	-18%	13%	-11

Further results.
no.	SMILES	aSyn yeast inh	EPAC2 agonist	EPAC2 antag	DRD3 antagonist
25	Cc1ccc(NS(=O)(=O)c2ccc(-c3ccc(=O)[nH]n3)o2)cc1N(C)C	0%	8%	4%	-7
26	CCOc1ccc(Cl)cc1C(c1c(C)[nH][nH]c1=O)c1c(C)[nH][nH]c1=O	-3%	-1%	-4%	2
27	CCn1c(SCC(=O)Nc2ccc(OC)c(S(=O)(=O)N3CCCCC3)c2)nnc1C1CC1	-8%	-3%	3%	-22
28	CCCN(CCC)CCNC(=O)C(NS(=O)(=O)c1ccc2c(c1)CCC(=O)N2)c1ccccc1 (stereo not given)	-1%	-1%	9%	15
29	C=CCn1c(SCC(=O)NC(=O)NCc2ccco2)nc2sc(CC)cc2c1=O	1%	-6%	0%	5
30	CCOc1ccc(CCNC(=O)c2cccc(-n3c(C)nc4cccnc43)c2C)cc1	nt	nt	nt	nt
31	O=C(Nc1cccnc1)c1ccccc1O	-4%	6%	4%	-21
32	NC(=O)c1ccc(Oc2ccc(Cl)cc2)c([N+](=O)[O-])c1	-8%	8%	-12%	-7

no.	TDP43 rescue	Abeta yeast res	FUS suppressor	DRD3 agonist
25	-9%	10%	10%	4
26	-9%	-8%	15%	5
27	21%	4%	13%	4
28	-20%	8%	15%	-1
29	8%	2%	19%	2
30	2%	-12%	9%	-9
31	23%	-13%	-6%	-3
32	8%	18%	-20%	0

Next section.
no.	SMILES	aSyn yeast inh	EPAC2 agonist	EPAC2 antag	DRD3 antagonist
33	Cc1ccc(-n2cnn(-c3ccc([N+](=O)[O-])cc3[N+](=O)[O-])c2=O)cc1	?	3%	6%	23
34	Cc1cccc(C)c1NC(=O)C(C)c1ccc(-c2ccccc2)c(F)c1 (stereo not given)	-11%	-3%	4%	39
35	Cc1ccccc1CNC(=O)c1cnc2sc(N3CCC(C)CC3)nn2c1=O	nt	nt	nt	nt
36	CCOc1ccc(NC(=S)N(Cc2ccc(Cl)cc2)Cc2ccco2)cc1	11%	14%	-8%	-6
37	COCCNC(=O)C1(C)CCCN(C(=O)c2cnc3ccccc3n2)C1 (stereo not given)	0%	7%	5%	-5
38	Cc1[nH]c(=O)[nH]c(=O)c1S(=O)(=O)N1CCCC(C(=O)NCc2ccccc2Cl)C1 (stereo not given)	-2%	19%	0%	11
39	Cc1nn(C(C)C(=O)Nc2cccc(F)c2)c(=O)c2c1sc1ccccc12 (stereo not given)	nt	nt	nt	nt
40	COC(=O)c1ccc(NC(=O)Cn2nnc3ccccc32)cc1	0%	-6%	15%	7

no.	TDP43 rescue	Abeta yeast res	FUS suppressor	DRD3 agonist
33	25%	-24%	-4%	-5
34	?	6%	-19%	6
35	-2%	-18%	-17%	-7
36	13%	28%	14%	-2
37	-2%	-21%	-31%	6
38	-6%	-10%	nt	-4
39	-10%	-4%	-5%	-10
40	5%	1%	8%	1

Following part:
no.	SMILES	aSyn yeast inh	EPAC2 agonist	EPAC2 antag	DRD3 antagonist
41	CCCN1CCN(CCCNC(=O)Cn2nc(C)n3c(cc4cc(OC)ccc43)c2=O)CC1	0%	0%	-7%	1
42	O=C(CN1C2=NCCCN2c2ccccc21)c1cccs1	2%	5%	-12%	-3
43	CC(C)(C)C1CCC(OC(=O)CCC(=O)Nc2ccccc2)CC1 (stereo not given)	12%	-11%	-23%	9
44	CCOc1ccc(CC(=O)NCc2ccc3c(c2)cc(C)n3C)cc1	-2%	-7%	-8%	16
45	CCOc1ccc(/C=N/NC(=O)c2c(-c3ccccc3)noc2C)cc1	-4%	7%	-6%	-16
46	CC1CC(C)(C)NC(=S)N1CCCC(=O)NCCc1ccc(Cl)cc1 (stereo not given)	-4%	-1%	3%	0
47	Cc1oc(-c2ccc(Cl)cc2)nc1CN1CCCC(C(=O)NCc2ccco2)C1 (stereo not given)	-2%	10%	3%	-73*
48	O=C(/C=C/c1ccc(Cl)cc1)NC(=S)Nc1ccc(C(=O)O)cc1	-10%	4%	-7%	15

no.	TDP43 rescue	Abeta yeast res	FUS suppressor	DRD3 agonist
41	7%	0%	-7%	-1
42	-1%	9%	-4%	-8
43	-1%	12%	nt	0
44	0%	3%	21%	4
45	16%	0%	-1%	7
46	1%	-6%	7%	-1
47	6%	15%	18%	-3
48	-16%	-8%	-1%	1

Compound profiles (already shown).
`O=C(/C=C/c1ccc(Cl)cc1)NC(=S)Nc1ccc(C(=O)O)cc1` is entered as aSyn yeast inh = -10%; EPAC2 agonist = 4%; EPAC2 antag = -7%; DRD3 antagonist = 15; TDP43 rescue = -16%; Abeta yeast res = -8%; FUS suppressor = -1%; DRD3 agonist = 1
`CC1CC(C)(C)NC(=S)N1CCCC(=O)NCCc1ccc(Cl)cc1` (stereo not given) is entered as aSyn yeast inh = -4%; EPAC2 agonist = -1%; EPAC2 antag = 3%; DRD3 antagonist = 0; TDP43 rescue = 1%; Abeta yeast res = -6%; FUS suppressor = 7%; DRD3 agonist = -1
`CCOc1ccc(CC(=O)NCc2ccc3c(c2)cc(C)n3C)cc1` is entered as aSyn yeast inh = -2%; EPAC2 agonist = -7%; EPAC2 antag = -8%; DRD3 antagonist = 16; TDP43 rescue = 0%; Abeta yeast res = 3%; FUS suppressor = 21%; DRD3 agonist = 4

Random excerpt: 2 compounds from above, in no set order.
no.	SMILES	aSyn yeast inh	EPAC2 agonist	EPAC2 antag	DRD3 antagonist
47	Cc1oc(-c2ccc(Cl)cc2)nc1CN1CCCC(C(=O)NCc2ccco2)C1 (stereo not given)	-2%	10%	3%	-73*
44	CCOc1ccc(CC(=O)NCc2ccc3c(c2)cc(C)n3C)cc1	-2%	-7%	-8%	16

no.	TDP43 rescue	Abeta yeast res	FUS suppressor	DRD3 agonist
47	6%	15%	18%	-3
44	0%	3%	21%	4

High-throughput results as filed in PubChem BioAssay.
